NTR1 agonist: agonists of NTR1, primary screen, imaging, U2OS cells, beta-arrestin-GFP, high content (AID 493036); NTR1-U2OS beta-arrestin-GFP spot imaging, agonist mode; activation, % at 20 µM; hit rate 0.17% among 330,000;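 active = activation at or above 40% of the spot to cytoplasm intensity ratio, with at least 20 cells analyzed; inconclusive = wells under 20 cells, flagged as cytotoxic or low count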;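 note: 0% = DMSO without peptide and 100% = 100 nM NTR1 peptide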
Target sequence (P30989 whole entry, looked up): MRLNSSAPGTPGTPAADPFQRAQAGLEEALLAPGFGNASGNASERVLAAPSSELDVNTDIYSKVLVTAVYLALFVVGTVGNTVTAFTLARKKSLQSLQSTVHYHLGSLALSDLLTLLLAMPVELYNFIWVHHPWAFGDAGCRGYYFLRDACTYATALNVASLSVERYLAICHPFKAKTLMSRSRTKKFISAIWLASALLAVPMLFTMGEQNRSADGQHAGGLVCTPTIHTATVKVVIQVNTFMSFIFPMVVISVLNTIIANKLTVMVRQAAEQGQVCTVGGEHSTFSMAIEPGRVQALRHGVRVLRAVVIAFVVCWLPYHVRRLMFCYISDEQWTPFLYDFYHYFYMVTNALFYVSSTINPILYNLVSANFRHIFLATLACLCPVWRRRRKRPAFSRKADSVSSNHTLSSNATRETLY
T cell HTS: modulates CD8 T cell binding to vesicles. 2C CD8+ T cell-vesicle binding, flow cytometry; active compounds read low. calls only at 7 µM. hit rate 0.068% among 330,000. AID 2052;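 active = response, share of CD8 T cells binding vesicles, and their 90th percentile fluorescence all below set limits, cut at about 80% in these data, passing the limit was not always enough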
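Read-out – percent CD8+ FL2 mean versus row control · System – murine 2C transgenic CD8+ T lymphocytes · Times – 1.5 h cell–vesicle binding at 37 °C, then 20 min icy labelling · Control set – naked vesicles low, QL9 vesicles with vehicle high · Detection – cytometric PE anti-B7-1 and Alexa647 anti-CD8 signals after 1% paraformaldehyde fixation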
GPR55 beta-arrestin: selective activators of receptor GPR55 – imaging, U2OS cells, beta-arrestin-GFP redistribution, primary screen (AID 1961). hit rate 0.048% among 290,000. activation, % at 10 µM, or EC50 in µM where a hit was titrated. U2OS GPR55 beta-arrestin-GFP redistribution imaging; higher % means a stronger effect;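 active = activation above 40% with more than 50 cells counted in the well; inconclusive = wells holding fewer than 50 cells, flagged as toxic or sparse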;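 note: U2OS osteosarcoma cells stably expressing GPR55 and beta-arrestin-GFP; plate controls were DMSO negative control for no effect and LPI positive control for full effect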
SV40 large T antigen: SV40 large T antigen inhibitors, biochemical (AID 1903); SV40 large T antigen ATPase/helicase inhibition assay; higher % means a stronger effect; inhibition, % at 20 µM; hits with a dose series show IC50 in µM; hit rate 0.39% among 310,000; in the data active = a potency from the dose series; inconclusive = inhibition mostly from about 32% at the one dose, without a potency; inactive = the rest, 99 in 100 with inhibition below about 32%; note: strong numbers were not always called active
Lipid droplet: hepatic lipid droplet formation modulation. hit rate 0.4% among 240,000. AML12 mouse hepatocytes, oleate lipid droplets, BODIPY imaging. inhibition, % at 6.5 µM;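 active = lipid droplet intensity inhibited by at least 50%, with more than 500 cells counted; inconclusive = wells with under 300 cells, treated as cytotoxic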
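Assay system: AML12 hepatocytes (mouse); Probe or stimulus: oleic acid at 100 µM to induce lipid droplet formation; Dosing: compound at 6.5 µM only; Schedule: compound with oleate, overnight; Detection: fluorescence imaging, 20x objective, two fields per well; Measure: % inhibition of lipid droplet signal.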
GPR35 antagonists: inhibition of zaprinast-stimulated GPR35 beta-arrestin translocation – imaging, U2OS, beta-arrestin-GFP, zaprinast agonist, primary screen (AID 2058) | hit rate 0.052% among 290,000 | U2OS GPR35 beta-arrestin-GFP translocation imaging, zaprinast antagonism; higher % means a stronger effect | one-dose inhibition, % at 10 µM; IC50 in µM for titrated hits;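 active = inhibition of at least 50% with at least 30 cells and total cytoplasm GFP at most 10,000,000; inconclusive = under 30 cells or total GFP of 10,000,000 plus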
LYP inhibition: PTPN22 lymphoid phosphatase activity blockers – biochemical, fluorescence intensity, uHTS (AID 1779); recombinant LYP phosphatase, fluorescence intensity; higher % means a stronger effect; one-dose inhibition, % at 11.5 µM; IC50 in µM for titrated hits; hit rate 0.054% among 290,000; in the data active = inhibition above about 50%;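 note: plate controls were vehicle with enzyme for no effect and no enzyme for full effect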
GPR55 antagonists: inhibition of LPI-stimulated GPR55 beta-arrestin translocation – imaging, U2OS, beta-arrestin-GFP, LPI agonist, primary screen (AID 2013); U2OS GPR55 beta-arrestin-GFP translocation imaging, LPI antagonism; higher % means a stronger effect; one-dose inhibition, % at 10 µM; IC50 in µM for titrated hits; hit rate 0.13% among 290,000;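 active = spots per cell inhibited over 60%, with over 100 cells counted and total cytoplasm intensity under 500,000; inconclusive = wells with under 100 cells, flagged as likely toxic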;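 note: U2OS cells stably carrying GPR55 and arrestin-GFP stimulated by 5 µM LPI near EC80; imaged beta-arrestin-GFP aggregate spots per cell after agonist stimulation; plate controls were LPI-stimulated DMSO wells for no effect and DMSO wells without LPI for full effect; some results filed as inactive read as strong as hits; confirmed hits need IC50 under 10 µM and bright autofluorescent wells are also inconclusive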
MgcRacGAP inhibition: MgcRacGAP GTPase-activating activity inhibitors, confirmation, biochemical, ADP Hunter fluorescence | MgcRacGAP-stimulated Rac1 GTP hydrolysis, ADP Hunter fluorescence; higher % means a stronger effect; GST-tagged Rac1 F28L mutant substrate | hit rate 0.6% among 340,000 | inhibition, % at 30 µM; hits with a dose series show IC50 in µM;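 active = first-screen hits whose inhibition reached a set limit at any dose in the follow-up dose series; inconclusive = inhibition above the set first-screen limit but never retested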;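 note: fluorescence reports GDP produced by GAP-driven GTP hydrolysis; strong numbers were not always called active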
Lipid droplet cells 6.5 µM: also measured in Lipid droplet; calls as there; cell count; measured here: cell count, cytotoxicity flag;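 cells counted across two imaged fields per well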
T cell HTS vesicle-bound %: also measured in T cell HTS; calls as there; double positive events, %; measured here: CD8+ vesicle-bound cell fraction;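 binding gate set so that unloaded-vesicle control wells show 10% double positive cells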
NTR1 agonist cell count 20 µM: also measured in NTR1 agonist; calls as there; cell count; measured here: cell count, cytotoxicity flag
Starred values were filed as active, the others as inactive; i = inactive; ? = inconclusive; · = not tested or not shown; & = joins results of further samples. No enrichment for hits; any-hit rate near 1.8%.

Compound	NTR1 agonist	NTR1 agonist cell count 20 µM	T cell HTS	T cell HTS vesicle-bound %	GPR55 beta-arrestin	SV40 large T antigen	Lipid droplet	Lipid droplet cells 6.5 µM	GPR35 antagonists	LYP inhibition	GPR55 antagonists	MgcRacGAP inhibition
CC(Cc1cnccn1)NC(=O)c1cc(COc2ccc(F)cc2F)on1 (centres undefined)	0.1	79	i	34	-0.2%	10%	20	728	-1%	-6%	-1%	7%
O=C(O)CCC(=O)N1CCC(n2nnc3cc(C(F)(F)F)ccc32)CC1	1.0	59	i	20	-0.1%	19%	17	612	-8%	-8%	7%	9%
CCOC(=O)c1ccc(NC(=O)c2ccc(NC(=O)c3ccccc3)cc2)cc1	-1.1	59	i	46	0.2%	-1%	19	734	4%	-4%	-2%	7%
O=C1NN(c2ccccc2)C(=O)/C1=C\c1cccn1-c1ccc(Cl)c([N+](=O)[O-])c1	-4.1	84	i	38	-0.2%	8%	8	725	2%	-5%	12%	16%
Cc1cc(=O)[nH]c(S/C=C/c2ccccc2)n1	1.5	60	i	17	-0.1%	5%	0	696	-13%	-6%	-4%	17%
O=C(Cc1ccccc1)NC(=S)Nc1ccc(N2CCCCC2)cc1	12	52	i	11	0.1%	11%	0	546	-4%	2%	13%	9%
CCCNC(=O)C(CC)NS(=O)(=O)c1ccc(OC)cc1 (centres undefined)	0.2	60	i	43	-0.1%	12%	·	·	2%	-6%	-4%	-1%
COc1cc(/C=C2/C(=N)N3N=C(CC(=O)N4CCOCC4)SC3=NC2=O)ccc1OCc1ccccc1	2.7	58	i	22	-0.2%	23%	22	733	25%	-6%	-8%	12%
Cc1cc(C)cc(N=Cc2c(O)c3ccccc3oc2=O)c1	3.1	63	i	54	-0.7%	6%	10	692	9%	-9%	10%	6%
CC(=O)c1cc(CC=C(C)C)c(O)cc1O	-0.3	57	i	38	-0.1%	5%	·	·	11%	2%	·	-12%
Oc1cc2ccccc2cc1-c1nnc2n1-c1ccccc1SC2	2.9	34	i	6	-0.1%	22%	-16	718	4%	-8%	1%	12%
CC1CCN(Cc2nnnn2CCCC(=O)N(C)C2CCOC2)CC1 (centres undefined)	-0.6	62	i	20	0.3%	11%	20	787	14%	-6%	9%	12%
CCC(CC)NC(=O)COC(=O)c1ccc(OCc2ccc(C(C)=O)cc2OC)c(OC)c1	-1.0	58	i	48	-0.2%	2%	2	639	13%	-5%	8%	-1%
Cc1ccc(NC(=O)C(C)N2C(=O)c3ccccc3C2=O)cc1C (centres undefined)	1.6	65	i	60	-0.2%	7%	-1	783	3%	-8%	4%	12%
O=C(CP(=O)(c1ccccc1)c1ccccc1)N/N=C/c1cc(Br)cc(Br)c1O	28	64	i	6	-0.1%	16%	9	633	28%	2%	14%	3%
CC(=O)COc1ccc2c(-c3ccccc3)cc(=O)oc2c1	3.6	55	i	4	-0.3%	6%	-3	637	2%	4%	-3%	-5%
Cc1ccc(S(=O)(=O)N[C@@H](Cc2ccccc2)C(=O)N2CCC[C@@H]2C(=O)O)cc1	-0.1	78	i	26	-0.1%	5%	3	425	14%	-4%	0%	·
CCn1c(=O)c2sccc2n(Cc2ccc(C)cc2)c1=O	1.1	64	i	56	0.6%	7%	15	853	12%	-8%	-6%	6%
COc1ccccc1N1CCN(Cc2nnnn2CCc2ccccc2)CC1	-0.9	61	i	26	-0.1%	4%	6	727	-1%	0%	-7%	10%
CC(=O)Nc1cccc(C(=O)OC(C)C(=O)N2CCc3ccccc32)c1 (centres undefined)	0.3	50	i	35	·	1%	·	·	·	·	·	12%
O=c1c2ccccc2nc(N/N=C/c2ccccc2)n1O	1.6	72	i	35	0.3%	21%	·	·	16%	-4%	4%	4%
Cc1oc2c(CN(C)C)c(O)ccc2c(=O)c1-c1ccc2ccccc2n1	0.9	46	i	24	-0.3%	3%	·	·	-4%	-5%	1%	4%
OCCN1CCN(Cc2cccc(Oc3ccc(Cl)cc3)c2)CC1	-1.7	44	i	57	-0.3%	12%	·	·	1%	-8%	-2%	6%
Cc1ccc(N2C(=O)NC3(CCCCC3)C2=O)cc1	2.0	36	i	49	-0.2%	0%	·	·	0%	-2%	2%	8%
COC1(NS(=O)(=O)c2ccc(Br)cc2)C(C)=CC(=O)C=C1C	1.0	95	i	32	0.1%	3%	-8	745	4%	-8%	-2%	4%
Cc1cc(=O)[nH]c(N=N/C(=N/Nc2ccc(O)cc2)c2ccccc2)n1	1.2	40	i	56	-0.2%	22%	-7	664	11%	13%	-11%	19%
Cc1ccc(-n2c(C)nnc2SCC(=O)Nc2ccccc2)cc1	2.5	58	i	47	0.4%	10%	-10	735	-10%	-5%	6%	6%
COc1ccccc1N1CCN(S(=O)(=O)c2cccs2)CC1	-0.5	65	i	44	0.0%	-2%	-3	768	-4%	2%	17%	7%
CN1c2cccc3cccc(c23)N(C)C1(C)C	-1.5	85	i	26	0.2%	23%	·	·	5%	-5%	3%	18%
Cc1ccc(-c2[nH]nc3c2C(c2ccsc2)C(C#N)=C(N)O3)cc1 (centres undefined)	3.1	92	i	25	1.0%	10%	·	·	-3%	-4%	-2%	8%
Cc1ccc(Cl)cc1NC(=O)CC1NCCNC1=O (centres undefined)	-0.4	57	i	16	-0.4%	19%	5	771	0%	-9%	-2%	11%
COc1cc(OC)c(C2CC(=O)N3CN(c4ccccc4)CSC3=C2C#N)cc1OC (centres undefined)	0.1	86	i	28	-0.1%	?	·	·	-7%	0%	-4%	25%
COc1ccccc1-c1nc(SCc2ccccn2)n[nH]1	2.8	46	i	9	-0.2%	4%	·	·	11%	1%	4%	14%
O=C(CN1C(=O)c2ccccc2C1=O)Nc1ccccc1N1CCOCC1	0.1	45	i	13	-0.2%	3%	-2	746	-2%	-15%	11%	5%
Cc1cc(N)n(-c2ccccc2)n1	0.3	47	i	1	0.5%	8%	·	·	-10%	-5%	10%	9%
COC(CNC(=O)C1CCCN1C(=O)OCc1ccccc1)OC (centres undefined)	·	·	i	57	-0.4%	8%	0	728	-11%	-1%	-5%	7%
c1ccc(COCCCn2cc(-c3ccccc3)nn2)cc1	3.7	92	i	14	0.5%	10%	-2	819	-5%	-12%	?	1%
CCOc1ccc(/C=N/NC(=O)c2ccc(Cn3cc([N+](=O)[O-])cn3)o2)cc1	-1.1	60	i	42	-0.2%	7%	8	817	13%	6%	-8%	-2%
Cc1nc2c(-c3ccccc3)c(C)nn2c(C)c1CCC(=O)O	-1.1	64	i	41	0.2%	3%	-5	638	-10%	3%	-8%	6%
CC1CCC(NCCNC(=O)c2ccco2)CC1 (centres undefined)	0.9	49	i	20	-0.2%	10%	-12	775	6%	-5%	4%	15%
CCOC(=O)c1ccccc1NC(=O)Cn1c(-c2nonc2N)nc2ccccc21	6.0	68	i	18	-0.4%	5%	?	·	3%	0%	-9%	6%
CC(C)c1ccc(NC(=O)C(c2ccccc2)N2CCN(C=O)CC2)cc1 (centres undefined)	-1.4	56	i	54	0.0%	4%	·	·	-14%	-1%	15%	0%
Cc1cc(NC(=O)CCN2C(=O)/C(=C\c3ccccc3Cl)SC2=S)no1	3.7	45	i	50	0.6%	10%	-24	725	9%	2%	13%	4%
CCCCOCCCNC(=O)c1cccc(OC)c1	3.0	62	i	46	1.2%	6%	-22	609	-10%	-1%	7%	4%
CC(=O)NC1=NN(C(C)=O)C(C)(c2ccccc2)S1 (centres undefined)	0.0	52	i	16	0.7%	14%	-62	331	-16%	-3%	-1%	0%
Cc1ccc(NC(=O)CSc2ncc(-c3ccccc3)n2C(=O)c2ccccc2)cc1	1.4	74	i	38	-0.1%	-7%	·	·	23%	-1%	-21%	6%
CCC1CCCCN1CCCNC(=O)C1CCC(Cn2c(=O)[nH]c3ccccc3c2=O)CC1 (centres undefined)	-0.5	87	i	32	-0.1%	21%	·	·	-12%	-4%	1%	0%
C=CCN1C(=O)[C@]2(c3ccccc31)C1CCCC=C1C(C#N)=C(N)C2(C#N)C#N (some centres undefined)	7.9	95	i	30	-0.1%	32%	·	·	14%	4%	3%	2%
N=C(N)SCc1nc2ccccc2c(=O)n1-c1ccccc1	0.7	64	i	38&30	0.2%&1.4%	7%&20%	6&16	595&734	9%&6%	-1%&6%	4%&-3%	21%&-1%
CCCCC(C(=O)O)C(C)CC(=O)Nc1nncs1 (centres undefined)	-0.1	71	i	52	-0.1%	21%	13	708	3%	-4%	-2%	8%
O=C(O)c1cccc2c1/C(=N/Nc1ccc([N+](=O)[O-])cc1[N+](=O)[O-])c1ccccc1-2	-1.0	92	i	52	0.0%	9%	·	·	4%	-8%	10%	0%
COC(=O)c1sc(N2C(=O)C(O)=C(C(=O)c3ccc(C)o3)C2c2cccs2)nc1C (centres undefined)	1.2	73	i	15	-0.2%	16%	5	858	-13%	-9%	3%	3%
CCCCN(C)Cc1c(C)[nH]c2ccc(OCC)cc2c1=O	1.0	62	i	27	-0.3%	8%	-4	650	-11%	0%	10%	9%
CCC(C)N1CC(C(=O)O)CC1=O (centres undefined)	-0.3	58	i	22	-0.1%	10%	10	804	-2%	-7%	10%	3%

From PubChem
